# Bioassay records: PubChem BioAssay, National Center for Advancing Translational Sciences (NCATS)
# RECQ1 inh – inhibitors of human RECQ1 DNA helicase. P46063. RECQ1 DNA unwinding, red fluorescence kinetic read. Potency, µM (titrated, usually from 57.3 µM), inactives show at the highest dose activity, negative = inhibition, hits mostly inhibitors. actives 0.54% (n = 240,000). AID 2549;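 also: plate controls were vehicle for no effect and no enzyme for full effect; nearly all actives have a fitted effect of over 30% in size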
#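 RECQ1T1 50 nM; forked duplex (20 bp + 30-nt ss tails) 200 nM, ATP 2 mM final; pH 8.0, 2 mM MgCl2, 2.5 ug/ml poly(dI-dC); 15 min compound preincubation; discontinuous kinetic read over 2 h at RT.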
# Tau fibril ThT – tau fibrillization inhibition (ThT binding); P10636; recombinant tau K18 P301L, heparin-induced fibrillization, ThT fluorescence; Potency, µM (series often up to 57.4 µM), for inactives: at the highest dose activity, negative = inhibition, hits mostly inhibitors; actives 2.1% (n = 270,000); AID 1460; also: % is scaled to controls: 0 for no effect and ±100 for the full control effect; nearly all actives have a fitted effect of over 55% in size
# Target sequence (P10636 561-689 P618L limits assumed): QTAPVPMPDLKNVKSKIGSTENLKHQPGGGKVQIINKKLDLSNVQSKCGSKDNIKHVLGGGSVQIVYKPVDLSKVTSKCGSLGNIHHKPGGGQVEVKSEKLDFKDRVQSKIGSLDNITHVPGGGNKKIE
#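 Fibril formation assay: tau K18 P301L at 15 uM with trace Alexa 594 label, heparin inducer 20 uM, pH 7 sodium acetate buffer, 37 C for 6 hr; endpoint ThT signal.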
# HTT cytoprotect – protects HTT-Q103 PC12 cells, measured by ATP. PC12 HTT-Q103 induced, cytoprotection, ATP luminescence, 40 h. Potency, µM (titrated, usually from 56.4 µM), inactives show cytoprotection (ATP increase), usual class: activators. actives 0.14% (n = 230,000). AID 1471;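 also: % of control where 0% means no effect; nearly all actives have a fitted effect of over 45% in size; toxic huntingtin expression switched on by the ecdysone agonist tebufenozide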
#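 Rat PC12, Q103 Htt exon1-GFP fusion, ecdysone promoter; tebufenozide inducer 100 nM final; compound titration; qHTS, 1500 cells/well; ATPlite luminescent read.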
# TR SRC2 fluor cs – counter-screen for TRb-SRC2 inhibitors: fluorescence interference; TRb/SRC2 Texas Red total fluorescence interference; Potency, µM (highest dose often 106 µM), inactives show top-dose fluorescence change, negative = quenching; actives 0.29% (n = 280,000); active = well fitted curve in either direction with a large enough effect; inconclusive = small, poorly fitted or top-dose-only effect; also: % is scaled to controls: 0 for no effect and ±100 for the full control effect
#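 Flags fluorescent or light-absorbing compounds by total fluorescence, S + 2P, at 555 nm excitation and 632 nm emission. Mixture: 20 nM Texas Red SRC2 peptide, 0.6 uM human TRb LBD, 1 uM T3, 5% DMSO; compound exposure 5 h at ambient temperature.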
# Tau fibril FP – blocks human tau fibril formation measured by polarization. K18 P301L tau heparin fibrillization, Alexa594 FP, 6 h. Potency, µM (series often up to 57.7 µM), inactives show at the highest dose activity, negative = inhibition, actives largely listed as inhibitors. actives 0.39% (n = 280,000); also: % is scaled to controls: 0 for no effect and ±100 for the full control effect; nearly all actives have a fitted effect of over 55% in size
#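 Compound effects on tau fibrillization are measured by Alexa 594 fluorescence polarization (ex 555, em 632 nm). K18 P301L tau is used at 15 uM with 0.24 uM labeled tracer, and 20 uM heparin induces aggregation over 6 hr at 37 C.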
# L3MBTL1 inh – L3MBTL1 (human) inhibition; Q9Y468; AlphaScreen L3MBTL1–H3K9me1 peptide binding; Potency, µM (titrated, usually from 57.1 µM), without a hit: at the highest dose activity, negative = inhibition, most hits filed as inhibitors; actives 0.66% (n = 230,000); also: % is scaled to controls: 0 for no effect and ±100 for the full control effect; nearly all actives have a fitted effect of over 60% in size
# Target sequence (Q9Y468 whole entry, looked up): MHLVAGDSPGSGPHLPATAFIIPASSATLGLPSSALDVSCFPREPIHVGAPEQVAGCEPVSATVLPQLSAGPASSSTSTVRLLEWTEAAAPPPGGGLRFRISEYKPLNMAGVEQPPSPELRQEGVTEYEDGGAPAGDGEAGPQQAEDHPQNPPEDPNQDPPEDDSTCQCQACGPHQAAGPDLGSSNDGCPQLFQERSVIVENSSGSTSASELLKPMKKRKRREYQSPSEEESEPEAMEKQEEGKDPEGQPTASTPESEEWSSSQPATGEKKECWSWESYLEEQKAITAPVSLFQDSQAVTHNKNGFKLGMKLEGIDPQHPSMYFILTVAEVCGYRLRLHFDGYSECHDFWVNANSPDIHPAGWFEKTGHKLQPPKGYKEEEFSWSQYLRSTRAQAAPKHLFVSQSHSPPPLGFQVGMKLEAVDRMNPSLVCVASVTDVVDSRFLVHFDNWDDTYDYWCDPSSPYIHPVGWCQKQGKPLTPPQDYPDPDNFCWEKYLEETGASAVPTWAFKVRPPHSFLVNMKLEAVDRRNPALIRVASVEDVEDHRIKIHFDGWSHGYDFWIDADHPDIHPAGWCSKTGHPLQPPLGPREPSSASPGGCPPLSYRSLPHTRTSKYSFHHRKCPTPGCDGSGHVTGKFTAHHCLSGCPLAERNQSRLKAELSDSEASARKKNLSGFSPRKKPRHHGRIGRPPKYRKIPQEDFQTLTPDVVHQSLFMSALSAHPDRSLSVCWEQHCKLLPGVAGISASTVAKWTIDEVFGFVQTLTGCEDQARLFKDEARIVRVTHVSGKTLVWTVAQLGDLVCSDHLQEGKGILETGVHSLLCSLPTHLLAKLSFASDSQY
#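 AlphaScreen proximity signal between nickel-chelate acceptor and streptavidin donor beads (final 10 ug/mL) reports binding of 50 nM L3MBTL1 to 75 nM biotin-H3 K9me1 peptide; complex incubated with compounds 30 min at room temperature; cefsulodin titration as control.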
# Tau fluor counter – counter-screen for tau fibril formation inhibitors | tau K18 P301L Alexa594 fluorescence, heparin fibrillization | Potency, µM (titrated, usually from 57.7 µM), inactives show at the highest dose activity change, negative = decrease | actives 0.93% (n = 280,000) | AID 1463; also: % is scaled to controls: 0 for no effect and ±100 for the full control effect; nearly all actives have a fitted effect of over 55% in size
#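 Human tau K18 P301L (15 uM unlabeled, 0.24 uM Alexa 594-labeled) in 100 mM sodium acetate pH 7 with 20 uM heparin, 6 hr at 37 C. ThT 30 uM added, 1 hr ambient; Alexa 594 FP and total fluorescence read at 555/632 nm.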
# TRb SRC2 PPI – disrupts binding of human TR beta to SRC2 | P10828 | TRbeta-SRC2 peptide binding, fluorescence polarization; receptor liganded with 1 µM T3 | Potency, µM (titrated, usually from 106 µM), inactives show at the top dose activity change, negative = inhibition, most hits filed as inhibitors | actives 0.065% (n = 280,000) | AID 1469;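 also: plate controls were bound peptide for no effect and peptide without receptor for full effect; nearly all actives have a fitted effect of over 50% in size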
#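 Decrease in fluorescence polarization of 20 nM Texas Red SRC2 coactivator peptide flagged inhibition of its binding to 0.6 uM TRb LBD; 1 uM T3 included, incubation 5 hr, ex 555/em 632 nm.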
# An asterisk follows results filed as active; i = inactive; ? = inconclusive; / = not tested or not shown; & = joins results of further samples; [ ] = another dose, or the depositor's remark. Unless noted, calls follow the shape of the dose curve; as a rule, active = well fitted curve in the direction sought with a large enough effect; inconclusive = small, poorly fitted or top-dose-only effect, or another doubt; inactive = no such curve, though single readings can be large; an effect the other way counts as inactive or inconclusive. Potency is read from the fitted curve at half-maximal effect.
SMILES | RECQ1 inh | Tau fibril ThT | HTT cytoprotect | TR SRC2 fluor cs | Tau fibril FP | L3MBTL1 inh | Tau fluor counter | TRb SRC2 PPI
COc1ccc(C(=O)OCn2nnc3ccccc3c2=O)cc1OC | 6% | -1% | 0%[10 µM] | 0% | 0% | 5% | -4% | 8%
COCCNC(=O)CN(c1cc(C(F)(F)F)ccc1Cl)S(C)(=O)=O | -6% | 5% | 3% | -2% | 2% | -5% | 8% | -13%
COc1ccc(-c2nc(C#N)c(N3CCCCCC3)o2)cc1OC | i | ? | -16% | -3% | ? | / | ? | -4%
Cc1ccc2c(c1)c1c(n2CC(O)CNC(CO)(CO)CO)CCCC1 (configuration not stated) | -3% | -10% | -29% | 3% | 8% | / | -20% | 4%
CCOC(=O)c1c(NC(=O)CSc2nnnn2C)sc(CC)c1C | i | ? | 3% | 3% | 2% | 0% | -21% | 5%
COC(=O)c1c(-c2ccc(F)cc2)noc1N | 3% | 3% | -9%[10 µM] | 0% | -8% | 10% | -2% | -1%
COc1ccccc1/C=C/c1nc(C#N)c(N2CCCCC2)o1 | / | ? | / | -2% | ? | / | ? | -9%
COc1c2c(cc3oc(=O)ccc13)OC(C)(C)C=C2 | -4% | -15% | -11%[10 µM] | -5% | -3% | / | -6% | 1%
CC(C)c1cc(C(C)C)n2nc(N)nc2n1 | 3% | 1% | 10%[10 µM] | -1% | 4% | -3% | 4% | 7%
Cc1ccc(C)c(-n2c(C)cc(/C=N/NC(=O)c3c(C)nc4cc(C)ccn34)c2C)c1 | -8% | -4% | 7%[10 µM] | -4% | 7% | ? | -6% | -6%
O=C(NCc1ccco1)NC1CCCCC1 | -5% | -8% | 33%[1.9 µM] | 0% | 1% | -1% | -3% | -13%
CCOC(=O)c1ccc(NS(=O)C23CC4CC(CC(C4)C2)C3)cc1 (configuration not stated) | ? | -8% | -11% | -1% | 4% | 7% | 1% | -5%
CC(c1cccs1)N(Cc1ccco1)C(=S)Nc1ccccc1Cl (configuration not stated) | -5% | -2% | -44%[inhibitor] | -5% | ? | / | -1% | 1%
CN1CCCN(C(=O)CC2(CC(=O)O)CCCCC2)CC1 | 9% | -4% | 20%[10 µM] | -5% | -7% | / | -3% | -9%
N#CCn1c(CCl)nc2ccccc2c1=O | i | 0% | 21% | -3% | -3% | 7% | 0% | -8%
Cn1c(=O)c2c3c(sc2n2c(SCC(=O)c4ccccc4)nnc12)COC(C)(C)C3 | -4% | -16% | -6% | 0% | -6% | 3% | -7% | -3%
O=C(NC1CCCCC1)C(=O)N(Cc1cccnc1)C(C(=O)NCc1ccco1)c1ccccc1 (configuration not stated) | -3% | -4% | -9% | -2% | 4% | -19% | -3% | -5%
COC(=O)N[C@@H](CCc1ccccc1)[C@]1(C(=O)OC)CCCC1=O | 9% | 0% | -13% | -2% | 10% | / | -1% | 4%
COc1ccc(CCNc2nc(=S)[nH]c3cc(OC)c(OC)cc23)cc1OC | -7% | ? | 9% | 2% | 7% | / | -22% | -1%
O=C(N/N=C\c1ccc(-c2ccc([N+](=O)[O-])cc2)o1)c1ccc2c(c1)OCO2 | 8% | 0.89µM* | -1%[10 µM] | 3% | 7% | ? | ? | -15%
NC(Cc1cccc(-c2ccccc2CP(=O)(O)O)c1)C(=O)O (configuration not stated) | i | -8% | / | -5% | 2% | / | -5% | -3%
COc1ccc(/C=C/c2nnc(NC(=O)c3ccco3)s2)cc1 | -9% | ? | -13%[10 µM] | -2% | -10% | 2% | -14% | -6%
O=[N+]([O-])c1cccc(/C=N/Nc2nc(C(Cl)(Cl)Cl)nc3ccccc23)c1 | -9% | -3% | 10%[10 µM] | 0% | ? | -3% | ? | -11%
CCOC(=O)N1CCN(C(=O)COc2ccc(Cl)cc2C)CC1 | -6% | -13% | 13% | 1% | 3% | / | -8% | -7%
CCCCNC(=O)c1ccc(NS(=O)(=O)c2ccccc2)cc1 | -6% | 5% | -4%[0.074 µM] | -3% | -4% | / | 1% | -6%
Cc1ccsc1CN1CC(=O)N(c2c(C)cccc2C)C1=S | -20% | -19% | -22% | -2% | 6% | / | -22% | 3%
CNC(=O)NC(=O)COC(=O)c1ccc(-n2c(C)ccc2C)cc1 | -1% | -13% | 4%[10 µM] | 5% | -14% | ? | -11% | 0%
O=C(Cn1cc2c(n1)CCCCC2)N1CCCCC1 | 0% | 1% | -5%[10 µM] | -2% | -5% | 6% | -4% | -5%
COCCNC(=O)c1c[nH]c2ccc(OC)cc2c1=O | -4% | -3% | 4%[10 µM] | 0% | -7% | -2% | 4% | -11%
COc1ccccc1NC(=O)C(=O)NCC(c1ccc2c(c1)OCO2)N1CCN(C)CC1 (configuration not stated) | / | -5% | / | 1% | -3% | / | -12% | 6%

# Results in Tau fibril ThT, for some of the entries so far:
mol	Tau fibril ThT
O=C(NC1CCCCC1)C(=O)N(Cc1cccnc1)C(C(=O)NCc1ccco1)c1ccccc1 (configuration not stated)	-4%
COC(=O)N[C@@H](CCc1ccccc1)[C@]1(C(=O)OC)CCCC1=O	0%

# The list goes on.
SMILES | RECQ1 inh | Tau fibril ThT | HTT cytoprotect | TR SRC2 fluor cs | Tau fibril FP | L3MBTL1 inh | Tau fluor counter | TRb SRC2 PPI
COC1=C/C(=C/c2c(N)n3nc(-c4ccc(C)cc4)sc3nc2=O)C=CC1=O | 15% | 10µM* | -10%[10 µM] | -2% | 1% | -15% | ? | 7%
COc1ccccc1-n1cnnc1SCC(=O)c1cc(C)n(Cc2cccs2)c1C | ? | ? | -97%[inhibitor] | 4% | 6% | -21% | -14% | -22%
CCOc1ccc(NCc2cccn2-c2nnc(N3CCC(C(=O)NCCOC)CC3)s2)cc1 | / | ? | / | -1% | 5% | / | -27% | -3%
O=C(c1cc(F)c(F)cc1Cl)N1CCN(c2ccc([N+](=O)[O-])c3ncccc23)CC1 | -18% | ? | -6%[10 µM] | 1% | 6% | -3% | -4% | 1%
COc1ccc(CCN2C(=O)CN(C3CCCCCC3)C(=O)C2c2ccc(OC(C)C)c(OC)c2)cc1OC (configuration not stated) | / | -8% | / | -1% | 4% | / | -5% | -3%
NC12CCc3c(no[n+]3[O-])C1(O)CC(c1ccccc1)=[N+]2[O-] (configuration not stated) | i | 1% | -15% | 1% | 8% | / | -8% | -20%
O=C(COc1cccnc1[N+](=O)[O-])Nc1ccc(S(=O)(=O)N2CCOCC2)cc1 | i | -1% | 0% | 0% | -3% | 6% | -5% | 1%
CCCCN1Cc2cc(C(=O)c3cc(OC)ccc3O)cnc2NC1=O | -1% | -18% | 6% | -2% | 4% | -5% | -6% | -21%
COC(=O)c1ccccc1NC(=S)NC(=O)c1ccccc1C | -13% | ? | -35%[inhibitor] | -4% | 0% | -1% | -25% | -8%
COC(=O)c1ccc(CSc2nnc(Nc3ccc(C)cc3)s2)o1 | -15% | -9% | -10% | 2% | 7% | / | -24% | -8%
COc1ccc(-c2nc(CCNC(=O)c3ccc(Br)o3)cs2)cc1 | i | ? | 8%[10 µM] | -1%&1% | -4%&1% | -27% | -13%&-16% | 6%&-3%
CCCc1[nH]nc2c1C(c1cccc(OC(=O)c3ccco3)c1)C(C#N)=C(N)O2 (configuration not stated) | i | ? | 23%[10 µM] | -3% | 6% | -7% | ? | 0%
COc1ccc(CCC(=O)NCc2ccc3c(c2)CCN3C(=O)c2ccc(C)cc2)cc1 | / | ? | / | -2% | -4% | / | -5% | -2%
Fc1ccccc1NC(=S)NCc1ccc2c(c1)OCO2 | -8% | 8% | 10%[10 µM] | -1%[53 µM] | 3% | 3% | 8% | 5%[53 µM]
CCOC(=O)C(=CNc1ccc(Oc2cccnc2)nc1)C(=O)OCC | 6% | ? | 12%[10 µM] | 2% | -7% | -2% | -20% | 3%
COc1ccccc1NC(=O)C1=C(C)NC2=C(C(=O)CCC2)C1c1ccc(C)o1 (configuration not stated) | -7% | -3% | 2%[10 µM] | 3% | 7% | -8% | 4% | 3%
O=C(N/N=C/c1ccncc1)c1ccc(NC(=O)c2ccc(Cl)cc2)cc1 | ? | ? | -40%[inhibitor] | -1% | -6% | 0% | -11% | 2%
NC(=O)C1CCN(C(=O)CCc2nc3ccccc3c(=O)[nH]2)CC1 | i | 1% | 5% | -1% | 0% | 7% | 1% | -14%
Cc1ccc(-n2nc3c(=O)n(C(C)C(=O)NCc4ccccc4C)nc(C)c3c2C)cc1 (configuration not stated) | / | 14% | / | 0% | 3% | / | 15% | 1%
Cc1cc(CNC(=O)COc2ccccc2F)c2ccccc2n1 | i | 6% | -3% | -3% | -13% | -2%[11.4 µM] | 4% | 3%
CC(C)c1ccc(NC(=O)c2ccc(NS(C)(=O)=O)cc2)cc1 | 14% | -10% | -76%[inhibitor] | 0% | -6% | 3% | -14% | 3%
CCCCn1c(SCC(=O)NCc2ccco2)nc2c(sc3ccccc32)c1=O | 0% | ? | -5% | -4% | ? | / | -20% | -7%
Cc1nc(-c2cccnc2)sc1CCNS(=O)(=O)c1ccc(F)cc1 | / | -11% | / | 0% | -3% | / | -12% | -5%
CCNC(=O)COc1ccc(C=O)cc1OC | -5% | 7% | 8%[10 µM] | -3% | 1% | 4% | 2% | -11%
CCCCCCn1cnc2c(c1=O)c1nc3ccccc3nc1n2/N=C/c1ccco1 | -9% | -14% | 15% | -9% | 4% | -2% | -11% | -1%
O=C(Cc1ccccc1[N+](=O)[O-])Nc1nccs1 | -3% | / | 30%[10 µM] | -3% | 3% | / | -14% | -5%
CCCOc1ccc(CN(C(=O)Cc2coc3ccc(CC)cc23)C2CCS(=O)(=O)C2)cc1 (configuration not stated) | / | -9% | / | 9% | 9% | / | -18% | -1%

# A portion of the library; the hit share may differ from the screen's.
